SR-BI DiI-HDL act: activators of SR-BI mediated DiI-HDL uptake, primary screen, ldlA[mSR-BI] CHO cells, DiI fluorescence; 3 h; 100 = double the neutral-control signal; activation, % at 12.5 µM; hit rate 0.096% among 320,000; AID 504775, 2011;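 active = mean replicate activation of at least 60% and every replicate at or above 60%; inconclusive = mean or all-replicate condition met, but not both; inactive = mean below 60% and not all replicates reaching 60%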;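 also: 0% = median plate neutral-control signal and 100% = twice that signal; values of inactives mirror those of a sister screen read the other way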
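Assay system: LDL receptor-deficient CHO ldlA cells overexpressing murine SR-BI / Medium: BSA-supplemented, HEPES-buffered Ham's F12, pH 7.4 / Probe or stimulus: DiI-labelled HDL at 10 µg/mL final / Timing: compound with DiI-HDL co-incubation, 3 h at 37 °C / Technique: bottom-read cell fluorescence after medium removal, ex 550/em 595 nm / Measure: HDL uptake via cellular fluorescence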
MITF TRPM1 HTS: activators of MITF-driven TRPM1 promoter reporter, primary screen, cell-based, SK-MEL-5, luciferase, single point. SK-MEL-5 TRPM1-promoter luciferase, 24 h; % of positive control, neutral wells = 0. activation, % at 12.5 µM. hit rate 0.75% among 300,000;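 active = mean activation of at least 80% with every replicate also reaching 80%; inconclusive = mean reaches 80% but some replicate falls short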;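 also: 0% = neutral control wells and 100% = parthenolide positive control wells; values of inactives mirror those of a sister screen read the other way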
CAL PDZ FP-1: untagged CAL PDZ binding inhibitors, primary screen, biochemical, fluorescence polarization, HTS; purified CAL PDZ, TMR-peptide fluorescence polarization, 1 h; hit rate 0.92% among 300,000; inhibition, % at 24.9 µM; AID 602252, 2012;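 active = mean inhibition of at least 30% with at least half of replicates also reaching 30%; inconclusive = no clear call, values can overlap the other calls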;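 also: 0% = DMSO neutral control and 100% = excess unlabeled competitor peptide PRC23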
SR-BI DiI inh: inhibitors of SR-BI mediated HDL lipid uptake, primary screen, ldlA[mSR-BI] cells, fluorescence, single point. ldlA[mSR-BI] CHO cells, DiI-HDL uptake fluorescence, 3 h. inhibition, % at 12.5 µM. hit rate 0.96% among 320,000. AID 488896, 2010;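 active = mean replicate inhibition of at least 70% and a set share of replicates each scoring 70 or more; inconclusive = meets just one of the two criteria; inactive = fails both criteria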;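 also: 0% = median of neutral control wells and 100% = median of positive control wells; values of inactives mirror those of a sister screen read the other way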
dFosB act: activators of delta FosB homodimer, primary screen, biochemical, fluorescence polarization, TAMRA-CDK5 oligo, single point; Protein FosB (Mus musculus), P13346; purified delta FosB; percent of positive-control signal above neutral wells; activation, % at 25 µM; hit rate 0.99% among 340,000;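 active = mean activation above about 17%, with every replicate also reaching it, limit read from the data, passing the limit was not always enough; inconclusive = only one of the two conditions met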;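 also: fluorescence polarization rise as delta FosB binds a TAMRA Cdk5 AP-1 oligo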
CAL PDZ FP-2: CAL PDZ peptide-binding inhibitors, primary screen, biochemical, fluorescence polarization, Cer-tagged CAL PDZ, HTS | Golgi-associated PDZ and coiled-coil motif-containing protein (Homo sapiens), Q9HD26 | AID 504414, 2011 | purified CAL PDZ, TMR-peptide fluorescence polarization, 1 h | hit rate 0.02% among 330,000 | inhibition, % at 20 µM;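 active = highest replicate inhibition of at least 40%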;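 also: plate controls were DMSO neutral control wells for no effect and unlabeled competitor peptide control wells for full effect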
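Control set: unlabelled peptide and DMSO controls / Material: purified CerCALP PDZ construct / Timing: 1 h incubation at room temperature before polarization reading / Doses: 20 µM, one dose / Detection: fluorescence polarization (mP)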
PvdQ acylase: P. aeruginosa PvdQ acylase inhibitors, primary screen, biochemical, fluorescence, plate reader and imaging, single point; hit rate 0.063% among 340,000; AID 488965, 2010; inhibition, % at 10 µM; purified PvdQ acylase; in the data active = inhibition above about 30%, passing the limit was not always enough; inconclusive = no clear call, values can overlap the other calls;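 also: 0% = vehicle neutral wells and 100% = reference inhibitor wells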
Rtt109 Vps75: inhibitors of C. albicans Rtt109/Vps75 HAT, primary screen, biochemical, ThioGlo CoA-SH fluorescence, plate reader; Histone acetyltransferase RTT109 (Candida albicans (strain SC5314 / ATCC MYA-2876)), …; purified Rtt109/Vps75, 4 h; inhibition, % at 34.9 µM; hit rate 0.16% among 330,000;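 active = inhibition of at least 50% in every replicate; inconclusive = best replicate reaches 50% inhibition but some replicates fall short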
PfHsp90 set2: growth inhibition of PfHsp90-expressing yeast, primary screen, antimalarial PfHsp90 inhibitor project, S. cerevisiae, BacTiter-Glo luminescence, single point, set 2; inhibition, % at 9.4 µM; BacTiter-Glo ATP, 48 h; yeast lacking PDR1 and PDR3 efflux regulators; hit rate 0.32% among 310,000;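 active = every replicate shows inhibition above about 80%, whatever the replicate mean, limit read from the data; inconclusive = mean inhibition reaches the set limit but some replicate falls short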;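 also: 0% = DMSO neutral controls and 100% = 20 µM radicicol positive controls; yeast relying on Plasmodium falciparum Hsp90 in place of its own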
NSD2 inh: NSD2 histone methyltransferase inhibitors, primary screen, biochemical, AlphaScreen, single concentration, set 2; Histone-lysine N-methyltransferase NSD2 (Homo sapiens), O96028; NSD2 peptide methylation, 120 min; AID 743445, 2014; inhibition, % at 12.5 µM; hit rate 0.54% among 310,000; in the data active = inhibition above about 50%
Target sequence (O96028 whole entry, looked up): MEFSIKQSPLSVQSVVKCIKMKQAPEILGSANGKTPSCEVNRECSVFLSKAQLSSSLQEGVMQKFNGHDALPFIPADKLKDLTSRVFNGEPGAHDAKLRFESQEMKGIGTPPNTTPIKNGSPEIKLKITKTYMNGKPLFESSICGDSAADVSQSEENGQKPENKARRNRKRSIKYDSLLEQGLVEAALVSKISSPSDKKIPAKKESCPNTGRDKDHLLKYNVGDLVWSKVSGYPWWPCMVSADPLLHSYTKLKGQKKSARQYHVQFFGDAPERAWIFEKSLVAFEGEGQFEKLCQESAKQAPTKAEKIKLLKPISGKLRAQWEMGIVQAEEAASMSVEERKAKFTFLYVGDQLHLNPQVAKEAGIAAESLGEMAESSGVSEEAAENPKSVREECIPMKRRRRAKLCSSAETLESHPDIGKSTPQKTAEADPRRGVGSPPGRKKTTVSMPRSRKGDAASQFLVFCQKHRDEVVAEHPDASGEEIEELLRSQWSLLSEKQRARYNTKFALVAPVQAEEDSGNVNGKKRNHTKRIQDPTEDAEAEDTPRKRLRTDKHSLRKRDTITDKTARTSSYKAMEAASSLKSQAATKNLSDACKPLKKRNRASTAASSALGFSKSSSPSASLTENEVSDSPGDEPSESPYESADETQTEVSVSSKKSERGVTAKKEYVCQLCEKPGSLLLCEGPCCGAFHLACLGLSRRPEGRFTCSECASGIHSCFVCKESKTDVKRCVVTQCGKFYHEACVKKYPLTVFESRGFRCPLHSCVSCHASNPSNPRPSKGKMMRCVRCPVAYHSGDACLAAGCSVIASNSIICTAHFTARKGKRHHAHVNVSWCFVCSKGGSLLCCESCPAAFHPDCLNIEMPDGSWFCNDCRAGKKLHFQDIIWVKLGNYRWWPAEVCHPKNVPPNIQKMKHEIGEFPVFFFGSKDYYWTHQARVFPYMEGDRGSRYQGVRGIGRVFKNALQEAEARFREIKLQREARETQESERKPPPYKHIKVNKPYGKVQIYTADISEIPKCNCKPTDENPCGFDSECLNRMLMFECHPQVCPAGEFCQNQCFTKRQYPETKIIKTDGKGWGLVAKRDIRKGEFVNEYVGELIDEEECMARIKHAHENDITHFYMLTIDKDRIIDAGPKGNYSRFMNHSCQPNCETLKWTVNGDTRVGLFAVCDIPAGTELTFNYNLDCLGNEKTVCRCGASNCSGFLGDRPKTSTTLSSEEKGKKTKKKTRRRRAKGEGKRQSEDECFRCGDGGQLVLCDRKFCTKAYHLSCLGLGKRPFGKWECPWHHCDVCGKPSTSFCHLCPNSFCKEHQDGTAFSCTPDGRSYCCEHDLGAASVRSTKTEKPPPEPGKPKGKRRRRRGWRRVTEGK
Active calls of the source: *; ? = inconclusive; . = not tested or not shown. Outcome played no part in choosing rows, and some 4.3% of all compounds hit somewhere here.

The line under a structure holds: SR-BI DiI-HDL act, MITF TRPM1 HTS, CAL PDZ FP-1, SR-BI DiI inh, dFosB act, CAL PDZ FP-2, PvdQ acylase, Rtt109 Vps75, PfHsp90 set2, NSD2 inh
COc1ccc(NC(=O)CS(=O)(=O)c2cn(CC(=O)N3CCOCC3)c3ccccc23)cc1OC
  -9, 1, -2, 9, 3, -1.6, 1, 2, -5, 27
COc1cc(/C=C2\CC/C(=C\c3cc(OC)c(OC)c(OC)c3)C2=O)cc(OC)c1OC
  -70, -18, -8, ?, -7, -2.0, -15, 1, 10, 2
COc1ccc(OC)c(C(C)NS(=O)(=O)c2cccs2)c1 (configuration not stated)
  1, 0, 0, -1, -1, -1.6, -10, 3, 10, 0
COc1ccc(CNC(=O)C(c2ccco2)N(C(=O)c2snc(C(N)=O)c2N)c2ccccc2OC)cc1 (configuration not stated)
  ., ., -3, ., 7, -1.5, -5, -11, 13, .
Cn1cnc(C(=O)N2CCc3ccccc3C2)c1C(=O)N1CCc2ccccc2C1
  -1, -1, -3, 1, -4, -0.4, -5, -4, -6, .
COc1ccc(C(=O)NNC(=O)c2cccc(S(=O)(=O)N3CCOCC3)c2)cc1
  -15, 1, ., 15, 4, -0.7, -10, 1, ., -3
CCSc1nc2c([nH]1)c(=O)n(C)c(=S)n2C
  27, 19, 1, -27, -3, 0.0, -9, 1, 7, -1
COc1ccc(CN(CCCN2CCOCC2)S(=O)(=O)N(C)C)cc1OC
  ., 1, 3, ., -7, -0.3, 3, 26, -4, 5
CCOCCCNC(=O)C(c1ccc(OC)cc1)N(Cc1ccc2c(c1)OCO2)C(=O)c1ccccc1O (configuration not stated)
  -1, -3, 0, 1, -5, -0.2, -2, 9, -17, -6
C=CCN(CC=C)CCCOc1ccc(Br)cc1Cl
  2, 6, -5, -2, 1, -0.5, -14, -11, 7, -2
C[C@H]1CCC/C=C/[C@@H]2C[C@H](O)C[C@H]2[C@H](O)[C@H](S(=O)c2ccc(O)cc2)CC(=O)O1 (some centres not stated)
  5, ., -10, -5, -1, 0.1, -11, -1, 11, .
COc1ccc(N(CCC(=O)O)S(=O)(=O)c2ccc(C)c(C)c2)cc1
  12, 5, -3, -12, -5, 0.0, -8, -1, 18, -4
Cc1noc(C)c1S(=O)(=O)N1CCC(C(=O)Nc2ccc(Br)cc2)CC1
  7, -10, -5, -7, 10, -2.2, -1, -15, 10, 0
COc1ccc(C(=O)CCC(=O)Nc2cccnc2)c(OC)c1
  1, 2, -3, -1, -2, -0.2, -3, 2, 21, 2
CC(=O)OCC(=O)C1(O)CCC2C3CC(C)C4=CC(=O)C=CC4(C)C3=CCC21C (configuration not stated)
  6, 4, 3, -6, -7, -1.3, -2, 2, 19, 0
COc1ccc(Cc2nnc(NC(=O)C3CCCO3)s2)cc1 (configuration not stated)
  21, 5, 6, -21, -6, -1.4, -8, 3, 1, -8
Cc1c(C(=O)O)sc2[nH]c(=O)n(Cc3ccccc3)c(=O)c12
  37, -1, -4, -37, -9, 0.6, -10, 1, 3, -3
O=S(=O)(NCCc1ccncc1)c1ccc(S(=O)(=O)N2CCCCCC2)cc1
  -8, -10, -2, 8, -7, ., -7, -2, 13, 1
O=C(O)c1cccc(-n2c(/C=C/c3cccc([N+](=O)[O-])c3)nc3ccccc3c2=O)c1
  -13, -2, -8, 13, -6, -3.7, 8, 29, -17, 1
O=c1c2ccccc2nc(N/N=C/c2ccc(O)cc2)n1O
  -7, 38, 3, 7, 4, 0.2, -25, 2, -3, -2
Cc1nc(SC(C)C(=O)Nc2c(C)n(C)n(-c3ccccc3)c2=O)nc(C)c1C (configuration not stated)
  0, -9, 3, 0, 0, -1.0, -10, 9, ., -1
CCOC(=O)CCCCC(=O)c1[nH]c(=O)[nH]c1CN1CCOCC1
  27, 9, -7, -27, -6, -6.1, 12, 1, -24, 14
CCOc1ccc(S(=O)(=O)N2CCN(C(=O)C3CSC4(C)CCC(=O)N34)CC2)cc1 (configuration not stated)
  8, ., 8, -8, -2, -0.2, -8, 5, -8, -3
COc1ccccc1C(=O)Nc1cccc(Oc2c(F)c(F)c(F)c(F)c2F)c1
  3, ., -2, -3, 4, -1.3, -5, -2, -33, 8
COCCCNC(=O)C[C@H]1C[C@H](C(=O)N2CCOCC2)[C@@]2(C)c3[nH]c4cc(CCC(=O)N(C)C)ccc4c3CCN2C1=O
  3, 9, -3, -3, -3, -0.8, -8, 7, 8, .
CCOC(OCC)c1nc(N)[nH]c(=O)c1CCCCc1ccccc1
  12, 4, -4, -12, -6, -1.1, 2, -8, -4, 0
Cc1ccc(NC(=O)c2ccc(COc3ccccc3[N+](=O)[O-])o2)nc1
  -17, 15, -2, 17, -4, -4.0, -18, 0, -24, 2
O=C(c1ccc(-n2cccc2)cc1)N1CCCCC1
  -22, 41, -1, 22, 2, -0.3, -11, -4, -27, 2
CS(=O)(=O)N1Cc2ccccc2CC1C(=O)O (configuration not stated)
  45, -15, 3, -45, -1, -2.4, -9, -5, 16, 2
O=C(O)c1ccc(CN2C(=O)c3ccc(Oc4ccc([N+](=O)[O-])cc4)cc3C2=O)cc1
  56, ., -3, -56, -2, 1.8, 9, 3, -7, 1
O=C(N/N=C/c1ccccc1)NC1CCCCC1
  54, 36, -1, -54, -5, 0.2, 2, -6, 8, 0
O=C(Nc1ccc2c(c1)CCCN2C(=O)c1cccs1)c1cccc(F)c1
  -42, 32, -4, 42, -7, -2.4, -22, 8, -7, 5
CCOc1ccc(/C=N/NC(=O)c2csc(C)c2C)c(OCC)c1
  -69, 1, 0, 69, -1, -0.9, 4, 6, 5, 2
Cc1ccc(S(=O)(=O)c2c(C)cc(C)[nH]c2=O)cc1
  17, -20, -6, -17, 0, -0.9, -5, 1, -31, -3
CCOC(=O)N1CCN(C2=NC3(CCCCC3)C(C#N)C(=O)N2)CC1 (configuration not stated)
  11, -2, 0, -11, 6, -0.7, -1, 8, 19, -2
O=c1cc(CO)oc(C(Nc2ccccn2)c2cccc(F)c2)c1O (configuration not stated)
  39, -8, -2, -39, 0, -1.4, -2, -2, 0, .
CN(Cc1ccccc1)S(=O)(=O)c1cccs1
  20, 13, 1, -20, 2, -0.1, 12, -3, 8, .
CCCCn1c(N)c(N(CC(C)C)C(=O)c2ccc(S(=O)(=O)N3CCCCC3)cc2)c(=O)[nH]c1=O
  39, 7, -3, -39, 3, -2.3, -11, 3, 6, 1
N#Cc1c(N2CCCC2)ccc(Br)c1Cl
  -10, ., -2, 10, -3, -1.0, 17, -4, -3, -4
CCC(/C=N/NC(=O)C(=O)N/N=C/C(CC)CC)CC
  15, -2, 0, -15, 3, -0.4, -5, -8, 20, -1
CC(N=C1NS(=O)(=O)c2ccccc21)C(=O)NCc1ccncc1 (configuration not stated)
  7, 5, 0, -7, 4, -2.5, -4, -7, ., 2
Cc1c(C(=O)N2CCCCCC2)c(S(=O)(=O)Nc2ccccc2F)c(C)n1C
  6, 2, -5, -6, -12, -0.1, -15, 1, -18, 1
CCN(CC(=O)Nc1c(F)cccc1F)C(=O)C1COc2ccccc2O1 (configuration not stated)
  7, 12, -1, -7, -8, -0.5, 3, 9, 11, -3
O=C(OCC(=O)N1CCCC1)c1c[nH]c2ccccc12
  9, 30, ., -9, 1, 0.2, -9, -8, ., 0
Cn1ncc(Cl)c1C(=O)N/N=C/c1cc2c(cc1[N+](=O)[O-])OCO2
  0, 2, 0, 0, 2, -0.4, 7, 8, 1, -1
N#CCCN(Cc1cccnc1)C(=S)Nc1ccccc1Cl
  16, 1, 0, -16, 2, 0.0, 0, 16, 8, 20
CCOC(=O)C1C(C(=O)OC)=C(c2ccc(F)cc2)c2ccccc2N1S(=O)(=O)C(F)(F)F (configuration not stated)
  -10, 6, 0, 10, -3, -0.5, -6, -2, -32, .
CCOC(=O)C1C(c2ccc(OC)c(OC)c2)c2c([nH][nH]c2=O)CC1(C)O (configuration not stated)
  ., 5, -5, ., -12, -1.4, -15, 2, 20, 0
COc1ccc(-c2cc3nc(C4CCN(C(=O)OC(C)(C)C)CC4)c(C(=O)O)cn3n2)cc1
  -1, -1, -1, 1, -17, -2.7, -9, 12, -21, 0
Nc1ccc(-n2cc(-c3ccccc3)[nH]c2=S)cc1
  -9, ., 1, 9, 5, -0.6, -2, 1, -6, -1
C#CCNC(=O)C1CCN(c2ccc(S(=O)(=O)N3CCOCC3)cc2Cl)CC1
  6, -1, -1, -6, -1, -1.6, 16, 3, ., 1
Clc1cccc(CSc2nnc(-c3cccnc3)n2Cc2ccco2)c1
  -1, 11, ., 1, -13, -2.2, 4, 4, ., -5
N#CCCn1cc(C(CC(=O)c2ccccc2)C(=O)O)c2ccccc21 (configuration not stated)
  6, ., 0, -6, -1, -2.9, -12, -10, -4, 0
CN1C(=O)C(CC(=O)NC2CCCCC2)N(C)C1=O (configuration not stated)
  -1, 1, 0, 1, 1, 0.6, -4, -1, ., -4
COc1ccc(-c2nc(-c3cccc(C)c3)no2)cc1OC
  -12, 38, ., 12, -3, -0.6, 3, 3, 5, 2
CCN(CC)CCCn1c(C)cc2c(c1=O)C(c1ccc(OC)c(OC)c1OC)C(C#N)=C(N)O2 (configuration not stated)
  4, 17, -3, -4, -4, -1.5, 3, -30, -14, 10
O=C(OCC(=O)N1CCN(C(=O)c2ccco2)CC1)c1ccccc1OCc1ccc(Cl)cc1
  -53, -11, -3, 53, -9, -1.2, -6, 9, 29, -1
O=C1c2cccc3c(N4CCCCC4)ccc(c23)C(=O)N1CCO
  6, 59, -5, -6, -10, -1.5, 1, -7, -9, -13
Cc1cc(CC(=O)O)c(C)cc1CC(=O)O
  ., 4, -3, -9, -4, -0.3, -6, 2, -9, 0
